Source: PubChem
Shn3 3UTR inh: inhibitors of Schnurri-3 3'UTR reporter in osteoblasts; Clone20 osteoblast Shn3 3'UTR firefly luciferase, 24 h; inhibition, % at 12.5 µM; hit rate 0.52% among 360,000; AID 588674;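 active means mean inhibition of at least 75% with every replicate also reaching 75%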;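 further: 0% = median of neutral control wells and 100% = pilot-screen positive control compound; some compounds past the cut are filed as inactive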
EBV LMP1 NFkB: Epstein-Barr LMP1 NF-kappaB reporter inhibition; hit rate 0.69% among 350,000; LMP1-induced NF-kappaB luciferase reporter cells, luminescence; inhibition, % at 12.5 µM; AID 504558; in the data active means inhibition above about 41%;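 further: 0% = neutral control wells and 100% = reference inhibitor control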
CF NFkB block: blocks PAF-induced NF-kB reporter in cystic fibrosis cells | hit rate 0.86% among 360,000 | AID 588850 | KKLEB NF-kB-GFP reporter, GFP fluorescence overnight | inhibition, % at 5 µM;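 active means at least 50% inhibition at 5 µM, scaled per plate between neutral and stimulator controls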;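 further: PAF is a Pseudomonas aeruginosa culture filtrate used as stimulus; plate controls were PAF-stimulated DMSO wells for no effect and unstimulated DMSO wells for full effect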
TROY signal inh: inhibitors of TROY-dependent NF-kB signaling. inhibition, % at 10 µM. Q293 LMP1-TROYcd NF-kB luciferase reporter, 4 h. hit rate 0.98% among 360,000;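 active means compounds whose plate-normalised and pattern-corrected inhibition of the luciferase reporter signal at the single screening dose is 50% or more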
NCOA3 inh: inhibits human SRC3 coactivator | Q9Y6Q9 | HEK293 GAL4-SRC3 luciferase reporter, luminescence | inhibition, % at 3.6 µM | hit rate 0.17% among 360,000 | AID 588352;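 active means inhibition above a per-campaign cutoff, the mean of all compounds plus 3 SD, cut at about 60% in these data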;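 further: 0% = DMSO-treated cells and 100% = gossypol-treated cells at 36 µM; higher means less SRC3-driven luciferase light from the GAL4 reporter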
SRC1 inh: human NCOA1 inhibition. AID 588354. HEK293 GAL4-SRC1 luciferase reporter, luminescence. Q15788. inhibition, % at 3.6 µM. hit rate 0.12% among 360,000;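 active means inhibition above the campaign mean plus 3 SD, with each screening campaign given its own cutoff, cut at about 60% in these data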;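 further: 0% = DMSO treated cells and 100% = gossypol at 36 µM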
Target sequence (Q15788 whole entry, looked up, the tested form may be a part): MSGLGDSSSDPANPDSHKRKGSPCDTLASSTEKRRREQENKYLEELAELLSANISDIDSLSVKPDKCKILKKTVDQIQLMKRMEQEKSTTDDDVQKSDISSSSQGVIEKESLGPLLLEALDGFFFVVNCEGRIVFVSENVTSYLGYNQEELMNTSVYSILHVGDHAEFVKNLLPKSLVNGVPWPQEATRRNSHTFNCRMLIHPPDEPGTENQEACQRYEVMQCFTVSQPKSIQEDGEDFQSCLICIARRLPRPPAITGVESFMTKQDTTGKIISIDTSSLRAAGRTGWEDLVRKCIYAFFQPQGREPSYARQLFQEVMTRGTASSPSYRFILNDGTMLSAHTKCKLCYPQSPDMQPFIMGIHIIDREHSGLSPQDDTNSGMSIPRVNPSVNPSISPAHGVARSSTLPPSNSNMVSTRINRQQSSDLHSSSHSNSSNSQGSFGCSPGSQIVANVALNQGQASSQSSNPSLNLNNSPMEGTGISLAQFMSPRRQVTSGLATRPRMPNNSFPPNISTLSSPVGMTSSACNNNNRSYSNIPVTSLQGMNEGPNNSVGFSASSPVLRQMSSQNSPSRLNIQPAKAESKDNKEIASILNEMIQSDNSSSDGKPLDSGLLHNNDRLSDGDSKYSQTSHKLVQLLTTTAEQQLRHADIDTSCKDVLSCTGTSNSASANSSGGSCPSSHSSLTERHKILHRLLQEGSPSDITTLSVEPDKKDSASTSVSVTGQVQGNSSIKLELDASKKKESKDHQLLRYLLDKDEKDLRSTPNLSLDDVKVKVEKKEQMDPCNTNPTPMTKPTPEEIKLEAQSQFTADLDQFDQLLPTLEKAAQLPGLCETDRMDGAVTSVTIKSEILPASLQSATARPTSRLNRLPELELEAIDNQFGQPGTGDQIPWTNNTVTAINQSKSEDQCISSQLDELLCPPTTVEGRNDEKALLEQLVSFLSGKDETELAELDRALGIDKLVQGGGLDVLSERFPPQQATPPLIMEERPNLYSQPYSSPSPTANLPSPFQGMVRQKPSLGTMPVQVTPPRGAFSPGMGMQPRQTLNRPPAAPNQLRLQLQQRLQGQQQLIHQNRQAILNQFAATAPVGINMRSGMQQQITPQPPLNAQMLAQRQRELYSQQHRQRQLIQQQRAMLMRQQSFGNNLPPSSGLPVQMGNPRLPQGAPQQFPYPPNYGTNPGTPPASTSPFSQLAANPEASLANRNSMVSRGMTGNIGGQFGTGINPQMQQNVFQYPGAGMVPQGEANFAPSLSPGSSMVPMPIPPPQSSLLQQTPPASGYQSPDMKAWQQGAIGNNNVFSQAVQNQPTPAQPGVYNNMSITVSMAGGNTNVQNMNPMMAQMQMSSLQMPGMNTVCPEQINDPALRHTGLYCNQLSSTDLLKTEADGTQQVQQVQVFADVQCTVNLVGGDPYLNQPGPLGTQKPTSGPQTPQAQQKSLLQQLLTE
LRH-1 inv ag: inverse agonists of human LRH-1 (NR5A2); inhibition, % at 3.6 µM; HEK293T StAR-luciferase reporter, LRH-1 transfected, 24 h; hit rate 0.13% among 360,000; AID 602396;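 active means inhibition above the mean inhibition of all tested compounds plus 3 SD, cut at about 73% in these data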;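 further: 0% = DMSO wells and 100% = reporter-only cells lacking LRH-1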
KKLEB tox: counter-screen for CF NF-kB inhibitors: cytotoxicity; KKLEB CF airway cells viability, ATPlite luminescence, overnight; stronger effect = lower value; cells stimulated with P. aeruginosa culture filtrate; hit rate 0.36% among 360,000; AID 602141; activity change (cytotoxicity), % at 5 µM;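 active means corrected activity change at or below -50% at 5 µM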
C8 TRAIL sens: sensitizes caspase-8 expressing cells to TRAIL; NB7+C8 cells + TRAIL, ATPlite viability luminescence; inhibition (viability loss, TRAIL sensitization), % at 10 µM; hit rate 1% among 360,000;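 active means compounds causing at least 50% loss of cell viability in the single-dose screen, relative to plate controls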
TWEAK Fn14 block: blocks TWEAK-Fn14 interaction in a reporter cell assay. TWEAK-stimulated Fn14 reporter cells, luciferase luminescence, 8 h. inhibition, % at 10 µM. hit rate 2% among 360,000; in the data active means inhibition above about 50%
COUP-TFII inh: inhibitors of human COUP-TFII (NR2F2) | P24468 | HEK293T NGFI-A luciferase reporter, luminescence | inhibition, % at 8.6 µM | hit rate 0.7% among 370,000 | AID 686940;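 active means inhibition above a per-plate cutoff, mean inhibition of test wells between control levels plus 3 SD, cut at about 38% in these data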;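 further: cells cotransfected with COUP-TFII expression vector driving the NGFI-A reporter; 0% = median of COUP-TF2 test wells and 100% = reporter-only cells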
Active calls of the source: *; · = not tested or not shown. Not all compounds are listed; the hit share may differ from the screen's.

Values in the order – EBV LMP1 NFkB	KKLEB tox	Shn3 3UTR inh	TWEAK Fn14 block	C8 TRAIL sens	CF NFkB block	NCOA3 inh	SRC1 inh	TROY signal inh	COUP-TFII inh	LRH-1 inv ag
CCOC(=O)c1cc(-c2cccnc2)nn1-c1ccccc1C
→ -8	0	6	27	8	-47	1	13	24	-4	18
O=C(Nc1ccccc1N1CCCC1)C1CCN(S(=O)(=O)c2ccccc2)CC1
→ -15	8	1	-3	-30	-5	-5	19	9	-30	-2
COc1ccc2c(/C=C/c3cc[n+](C)cc3)c[nH]c2c1
→ 2	15	12	31	4	-33	30	13	12	38*	42
C=CCc1ccccc1OCCNCc1ccccc1
→ 12	-1	7	-5	0	2	20	-48	4	3	-3
COC(=O)C1C(OC)=CC(=O)C2CCCCC21 (stereo not drawn)
→ 9	7	-4	-5	-8	-19	0	-6	6	-2	9
CN(C)CC(C)(C)CNc1ccc(S(=O)(=O)N2CCCC2)cn1
→ -6	2	-4	-27	-18	-15	1	-4	2	11	18
COc1ccc(C=CC(=O)c2ccc([N+](=O)[O-])cc2)cc1
→ 7	19	19	-39	1	-17	2	-9	-94	-9	-2
CC(C)CC1C(=O)N(Cc2cn(Cc3ccco3)nn2)CCS(=O)(=O)N1Cc1ccc(-c2ccc(Cl)c(Cl)c2)cc1 (stereo not drawn)
→ 11	-15	8	6	5	67*	19	-10	12	2	4
O=C(COC(=O)c1ncc(Cl)c(Cl)c1Cl)NCc1ccccc1
→ 1	-8	10	3	-6	9	10	-8	-8	-7	6
CN(C(=O)c1ccco1)c1nnc(-c2ccc(F)cc2)s1
→ -28	4	-99	2	11	-26	-96	-120	-41	-13	-123
CC(C)c1ccc(NC(=O)Cc2cn(C)c3ccccc23)cc1
→ -13	-5	-14	-11	6	-15	-1	-10	-38	11	0
Cc1ccc(S(=O)(=O)N2CCC(=O)N(C(COCc3ccccc3)C(C)C)CC2)cc1 (stereo not drawn)
→ -1	1	-1	-5	-6	-2	2	-2	-10	4	-3
C=CC[n+]1c(/C=C/c2ccc(OC(C)=O)c(OC)c2)ccc2ccccc21
→ -32	-18	-64	-25	33	-14	-17	-21	-30	-42	8
COc1ccc(OC)c(S(=O)(=O)N(C)CC(=O)N2CCOCC2)c1
→ -1	-5	-15	-12	0	-14	18	-10	10	0	11
NNC(=O)CSc1ncc(-c2ccccc2)[nH]1
→ 0	-2	-12	-21	-2	-9	14	-12	-14	-14	0

(next part)
Values in the order – EBV LMP1 NFkB	KKLEB tox	Shn3 3UTR inh	TWEAK Fn14 block	C8 TRAIL sens	CF NFkB block	NCOA3 inh	SRC1 inh	TROY signal inh	COUP-TFII inh	LRH-1 inv ag
COC(=O)Cc1ccc(NC(=S)NCc2ccc(S(N)(=O)=O)cc2)cc1
→ 1	1	3	-8	-11	-23	-9	-5	6	-9	5
O=C(O)c1cc2cccc(S(=O)(=O)N3CCOCC3)c2cc1O
→ -5	-1	5	6	1	10	5	0	-23	-8	-13
COc1ccc(NC(=O)N(C)C[C@H]2Oc3c(NC(=O)Nc4c(C)noc4C)cccc3C(=O)N([C@H](C)CO)C[C@@H]2C)cc1
→ -8	0	9	-4	0	7	-1	14	-14	-5	24
COc1cccc(NC(=O)C(C#N)Cc2ccncc2)c1 (stereo not drawn)
→ -4	4	2	-7	0	4	-10	6	9	11	-2
O=C(Nc1ccccc1)N(Cc1cccs1)C1CCCC1
→ -7	9	-4	1	5	-6	-4	-10	-12	-11	16
O=C(Nc1ccccc1)NC1(C(=O)N2CCN(C(=O)c3ccco3)CC2)CCCCC1
→ -2	5	8	-11	-8	-4	-8	-1	19	-1	6
CCCCC[C@H]1CN(CCCC)C(=O)[C@@H]1CC(=O)NCc1ccccc1
→ 1	13	3	7	0	-10	14	-16	16	12	21
Cc1cccc(Cn2nc(C(C)(C)C)cc2C(=O)Nc2ccc(F)cc2)c1
→ 9	-10	0	26	26	23	-40	3	58*	-40	-49
CC(=O)Nc1ccccc1NC(=O)C/C(C)=N/NC(=O)c1ccc([N+](=O)[O-])c(Cl)c1
→ -6	-5	-20	-2	-3	29	1	13	0	10	-17
CNC(=O)COC(=O)/C=C/c1ccc(F)cc1
→ -1	6	0	10	0	6	-11	-19	3	1	-14
COc1cc(C2NC(=O)NC(c3ccccc3)=C2C(C)=O)ccc1OCC(=O)O (stereo not drawn)
→ 3	0	9	1	-3	-13	8	-22	2	5	8
CCCc1cc(=O)[nH]c(SCC(=O)NCc2ccc3c(c2)OCO3)n1
→ 1	4	2	-6	-9	10	-4	-21	-15	-1	-4
CCN(CC)CCCn1c(C)cc2c(c1=O)C(c1cc(OC)c(OC)cc1OC)C(C#N)=C(N)O2 (stereo not drawn)
→ 2	-7	2	4	5	5	8	11	3	-7	3
CCOC(=O)c1c(NC(=O)CSc2nc3cccnc3n2C)sc(C(C)=O)c1C
→ 13	-7	49	-29	6	19	13	-30	28	·	-1
Cc1ccc(Cl)cc1N1CCN(C(=O)Cc2c(C(=O)O)[nH]c3ccc(Cl)cc23)CC1
→ -6	-7	9	-11	-1	29	8	9	26	2	-6

(listing goes on)
Values in the order – EBV LMP1 NFkB	KKLEB tox	Shn3 3UTR inh	TWEAK Fn14 block	C8 TRAIL sens	CF NFkB block	NCOA3 inh	SRC1 inh	TROY signal inh	COUP-TFII inh	LRH-1 inv ag
CC(C)(C)c1nnc(NC(=O)Nc2ccc(Cl)cc2)s1
→ -9	4	-82	-33	11	15	-4	-25	-39	-1	-29
COc1ccc(Nc2c3c(nc4ccccc24)CCCC3)cc1OC
→ 0	-6	4	-1	-3	-3	1	5	-7	0	8
Cc1nnc(SCC(=O)NNC(=O)C(C)C)[nH]c1=O
→ -10	-2	-9	0	-7	7	4	-6	-19	0	-12
Cc1cc(C)c2c(c1)/C(=C/C(=O)c1ccc(Br)s1)C(=O)N2
→ 27	-61*	50	36	84*	40	26	1	11	7	-16
CC(C)OC(=O)c1c(N)n(CCCN2CCOCC2)c2nc3ccccc3nc12
→ -3	-3	-15	16	-8	-8	-3	3	-7	12	6
Cc1c(NC(=O)c2cccc(NC(=O)Cc3ccccc3Cl)c2)c(=O)n(-c2ccccc2)n1C
→ -3	0	12	-1	-14	-14	8	6	-5	4	16
COc1cccc(C(=O)COc2ccccc2N2C(=O)C3C4C=CC(C4)C3C2=O)c1 (stereo not drawn)
→ 6	-22	11	-17	3	15	-1	-6	6	-5	6
COC(=O)c1ccccc1-c1ccc(/C=N/Nc2nc(N3CCCC3)nc(N3CCCC3)n2)o1
→ 7	6	19	21	-4	-13	4	18	20	-5	-1
Nc1cc(N)nc(SCCOc2ccccc2)n1
→ -21	-8	-51	-29	-9	8	-17	-59	-28	-33	-23
O=C1NC(=O)C(=Cc2ccccc2[N+](=O)[O-])S1
→ -14	-10	2	36	-3	-6	-17	-19	4	19	8
O=c1[nH][nH]c2c1[C@H](c1ccc(F)cc1)O[C@H](CCc1ccccc1)C2
→ ·	·	·	-7	-4	·	·	·	-3	-6	9
CC(=O)c1ccc(NC(=O)CSC(C)C)cc1
→ -6	7	-13	-14	6	8	-27	-43	6	-19	-54
O=c1[nH]c(=O)n(Cc2ccco2)c2c1C(C(F)(F)F)(C(F)(F)F)N=C(CCC1CCCCC1)N2
→ -1	-19	41	38	13	21	9	-9	47	20	2
COc1ccc(CCNC(=O)CSc2nc3[nH]ncc3c(=O)n2-c2ccc(Cl)cc2Cl)cc1OC
→ -5	7	-1	8	-6	-1	17	-8	3	-12	-16
COc1ccc(C2=NS(=O)(=O)N(C)C(C(=O)NC3CCCCC3)=C2)cc1OC
→ 3	14	3	-4	-9	-36	3	5	4	5	25

New compounds follow.
Values in the order – EBV LMP1 NFkB	KKLEB tox	Shn3 3UTR inh	TWEAK Fn14 block	C8 TRAIL sens	CF NFkB block	NCOA3 inh	SRC1 inh	TROY signal inh	COUP-TFII inh	LRH-1 inv ag
CCN(CC(=O)Nc1ccccc1OC)C(=O)COc1ccc(C#N)cc1
→ 4	2	-9	6	-11	-10	-12	0	2	0	2
CC(=O)N1CCCC(C)(C(=O)N(C)Cc2cccc3ccccc23)C1 (stereo not drawn)
→ ·	13	3	-12	-5	-23	-11	10	4	-2	-14
CN(C)c1ccc(C(C#N)c2ccccc2)nn1 (stereo not drawn)
→ 1	14	-22	-1	-2	10	-8	-20	-9	-27	-18
O=C(Nc1nc(-c2cccnc2)cs1)c1ccccc1F
→ -19	-27	-41	-41	-2	-3	-38	-46	-47	-22	-56
Cn1c(SCc2ccc(Br)cc2)nnc1-c1ccccn1
→ -5	-1	-15	-30	-3	-2	3	-1	-24	-6	1
CCC(C)(C)n1nnnc1C(c1cc2cc(OC)ccc2[nH]c1=O)N1CCc2ccccc21 (stereo not drawn)
→ 7	-6	-7	12	-13	8	13	-33	10	8	12
CCc1ccc(NC(=O)C(=O)N/N=C(\C)CC(=O)NCc2ccc(Cl)cc2)cc1
→ -8	3	-24	-14	1	-18	-1	-9	-37	-1	-20
Cc1cc(C)c2oc(C(=O)Nc3ccc(S(=O)(=O)Nc4nccs4)cc3)cc(=O)c2c1
→ -4	-14	-12	73*	-7	9	-7	-46	1	2	-12
O=C(CCC1CCCCC1)Nc1ncn[nH]1
→ -7	5	5	-4	8	4	-10	-19	-8	-3	-40
CCOC(=O)c1c(-c2ccc(C)o2)csc1NC(=S)NC(=O)c1ccc(F)cc1
→ 10	-8	-7	1	11	8	4	-29	14	10	-15
CCCCNC(=O)C1CCCN(S(=O)(=O)c2c(C)noc2/C=C/c2cccs2)C1 (stereo not drawn)
→ -3	-23	41	-1	-7	9	13	7	22	4	12
CCOC(=O)CSc1nc2ccccc2c(=O)n1CCN1CCOCC1
→ 9	3	-9	7	-1	0	-2	-17	8	-8	9
CC(=O)Nc1ccc(NC(=O)c2ccccc2N(Cc2ccccc2)S(C)(=O)=O)cc1
→ -12	-3	-4	4	6	-9	6	-2	-2	8	12
O=C(C[n+]1cc[nH]c1)c1ccc(Cl)cc1
→ -7	-1	2	-3	-2	17	2	12	-8	-32	-2
